Bioassay records: PubChem, National Center for Advancing Translational Sciences (NCATS)
ERG Ets-DNA blk: blocks human ERG Ets domain binding to DNA; P11308; fluorescence polarization, His-ERG Ets domain / labelled DNA; Potency, µM (doses to about 76.9 µM), for the others: at the top dose FP activity, negative = inhibition, most hits filed as inhibitors; 370,000 compounds, 0.028% hits; AID 624246; active = well fitted inhibition curve with a large enough effect in the polarisation, with a control signal flat; inconclusive = small, poorly fitted or top-dose-only effect, or effect the other way, or a change in a side signal; inactive = no such curve, though single readings can be large or run the other way; the % refers to the polarisation;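 also: polarization taken with two DNA probes labelled with fluorescein and Texas red; potency is read from the fitted curve at half-maximal effect; % of control where 0% means no effect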
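His-tagged ERG Ets domain (1 uM in the protein solution; 300mM KCl, 50mM Tris-HCl, 1mM EDTA, 1mM DTT, pH 7.5) received compound, then a probe mix of 5 nM fluorescein-DNA and 100nM Texas-615-DNA. Fluorescence polarization was read for both dyes.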
G9a inh: G9a (human) methyltransferase inhibition. G9a H3K9 monomethylation, AlphaScreen, 2 h. Potency, µM (series often up to 102 µM), for inactives: top-dose activity, negative = inhibition, usual class: inhibitors. 350,000 compounds, 8.8% hits. AID 504332; also: potency is read from the fitted curve at half-maximal effect; % is scaled to controls: 0 for no effect and ±100 for the full control effect; nearly all actives have a fitted effect of over 75% in size
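Methyltransferase reactions run at room temperature for 2 h (20 nM enzyme, 500 nM biotin-H3K9 peptide, 20 uM SAM) after a 15 min compound preincubation; product detected by AlphaScreen beads and anti-H3K9me1 antibody.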
PI4K2A block: blocks human PI4K2A kinase activity; Q9BTU6; purified PI4K2A, ADP-Glo luminescence, 1 h; stronger effect = lower value; activity change, negative = inhibition, % at 76.9 µM; 420,000 compounds, 0.13% hits; in the data active = activity change below about -50%; inconclusive = mostly about -30% to -49%;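 also: -100% = wells without enzyme as full effect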
Target sequence (Q9BTU6 whole entry, looked up): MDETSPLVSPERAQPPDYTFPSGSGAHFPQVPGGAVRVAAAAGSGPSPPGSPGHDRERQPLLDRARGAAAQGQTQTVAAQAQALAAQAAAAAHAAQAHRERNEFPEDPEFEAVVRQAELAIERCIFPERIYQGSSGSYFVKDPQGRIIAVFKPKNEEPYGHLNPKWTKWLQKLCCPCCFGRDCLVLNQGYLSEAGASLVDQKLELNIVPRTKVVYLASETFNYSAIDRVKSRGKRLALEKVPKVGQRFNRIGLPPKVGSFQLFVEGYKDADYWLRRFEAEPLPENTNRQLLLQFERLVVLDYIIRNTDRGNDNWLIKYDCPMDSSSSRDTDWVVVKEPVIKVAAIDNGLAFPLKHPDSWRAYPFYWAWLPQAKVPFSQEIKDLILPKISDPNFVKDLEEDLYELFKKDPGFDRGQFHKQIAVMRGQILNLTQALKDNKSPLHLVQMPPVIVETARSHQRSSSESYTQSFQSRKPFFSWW
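Compounds are screened against recombinant PI4K2A using PI as substrate and ATP, the latter dispensed at 300 microM. Reactions run one hour at ambient temperature before ADP-Glo detection; full inhibition defined by wells lacking enzyme.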
PGK inhibitor: blocks T. brucei phosphoglycerate kinase; 380,000 compounds, 0.043% hits; PGK/GAPDH coupled, Kinase-Glo luminescence, 60 min; Potency, µM (highest dose often 57.5 µM), for inactives: at the highest dose activity change, negative = inhibition, most hits filed as inhibitors; also: potency is read from the fitted curve at half-maximal effect; % is scaled to controls: 0 for no effect and ±100 for the full control effect; nearly all actives have a fitted effect of over 60% in size
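Luminescent ATP detection (Kinase-Glo Plus) follows a 60-minute room-temperature incubation, with wells lacking PGK as controls. Buffer: 100 mM TEA (pH 7.6), 5 mM MgCl2, 0.01% Tween-20. Coupling enzyme GAPDH (100 nM final) supplies unstable 1,3-BPG in-well.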
GLS inh: blocks human kidney-isoform glutaminase activity | 410,000 compounds, 0.21% hits | GLS enzymatic activity, qHTS titration | Potency, µM (top dose mostly 45.5 µM), for the others: at the top dose activity change, negative = inhibition, actives largely listed as inhibitors; also: potency is read from the fitted curve at half-maximal effect; % is scaled to controls: 0 for no effect and ±100 for the full control effect
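hKGA; 45 mM KH2PO4 pH 8.2 + 0.02% Tween-20; cpd via pin tool; 1 mM Gln soln; GluOx/HRP/Amplex Red; RT 30 min; fluor. t0 & final.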
Pin1 inhibitor: human Pin1 inhibition | AID 504891 | Q13526 | Potency, µM (highest dose often 115 µM), for the others: at the top dose activity, negative = inhibition, hits mostly inhibitors | 390,000 compounds, 0.009% hits | Pin1 FP peptide displacement, HiFluor488, 10 min; active = well fitted inhibition curve with a large enough effect in the polarisation, with a control signal flat, not every such curve was filed as active; inconclusive = small, poorly fitted or top-dose-only effect, or effect the other way, or a change in a side signal; inactive = no such curve, though single readings can be large or run the other way; the % refers to the polarisation; also: potency is read from the fitted curve at half-maximal effect; % is scaled to controls: 0 for no effect and ±100 for the full control effect
Target sequence (Q13526 whole entry, looked up): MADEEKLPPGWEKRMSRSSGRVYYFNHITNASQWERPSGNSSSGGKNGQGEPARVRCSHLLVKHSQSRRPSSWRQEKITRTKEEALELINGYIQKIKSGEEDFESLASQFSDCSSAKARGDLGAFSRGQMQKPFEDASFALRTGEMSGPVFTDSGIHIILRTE
HP1b chromo inh: inhibitors of HP1-beta chromodomain binding to methylated histone tails; P83916; AID 540317; Potency, µM (top dose mostly 114 µM), inactives show at the top dose activity change, negative = inhibition, most hits filed as inhibitors; 390,000 compounds, 0.56% hits; AlphaScreen HP1-beta / biotin-H3K9me3 peptide binding; also: potency is read from the fitted curve at half-maximal effect; nearly all actives have a fitted effect of over 70% in size; inactives centre near 23
Target sequence (P83916 whole entry, looked up): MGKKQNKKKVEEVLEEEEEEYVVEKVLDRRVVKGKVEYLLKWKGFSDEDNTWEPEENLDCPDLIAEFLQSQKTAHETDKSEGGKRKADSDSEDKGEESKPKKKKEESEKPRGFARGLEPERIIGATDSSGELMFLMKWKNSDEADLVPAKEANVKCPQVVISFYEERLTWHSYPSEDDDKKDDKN
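AlphaScreen: HP1-beta (50 nM) preformed 30 min with biotin-H3(1-18)K9me3 peptide (50 nM) in PBS pH 7.4, 0.01% Tween-20. Compound added for 30 min at RT, then streptavidin donor/nickel chelate acceptor beads (10 ug/mL) for 30 min.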
JMJD2A Tudor inh: inhibitors of human JMJD2A Tudor domain. 390,000 compounds, 4.4% hits. O75164. AID 504339. AlphaScreen JMJD2A-Tudor / H3K4me3 peptide binding. Potency, µM (highest dose often 114 µM), inactives show at the highest dose activity change, negative = inhibition, usual class: inhibitors; also: potency is read from the fitted curve at half-maximal effect; % is scaled to controls: 0 for no effect and ±100 for the full control effect; nearly all actives have a fitted effect of over 50% in size
BAZ2B inh: BAZ2B (human) inhibition; Q9UIF8; AlphaScreen BAZ2B-H3K14Ac peptide displacement; Potency, µM (titrated, usually from 114 µM), for inactives: at the top dose activity change, negative = inhibition, hits mostly inhibitors; 360,000 compounds, 4.4% hits; AID 504333; also: potency is read from the fitted curve at half-maximal effect; % is scaled to controls: 0 for no effect and ±100 for the full control effect; nearly all actives have a fitted effect of over 60% in size
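BAZ2B (50 nM) with biotin-H3(5-23)K14Ac peptide (50 nM) in PBS pH 7.4, 0.01% Tween-20, preformed 30 min, then compound 30 min at room temperature; top concentration 110uM. AlphaScreen streptavidin donor/nickel chelate acceptor beads (10 ug/mL final), 20 min dark, signal read.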
* = called active by the depositor; i = inactive; u = inconclusive; x = not tested or not shown; & = joins results of further samples; [ ] = dose if it differs, or a comment. Unless noted, calls follow the shape of the dose curve; as a rule, active = well fitted curve in the direction sought with a large enough effect; inconclusive = small, poorly fitted or top-dose-only effect, or another doubt; inactive = no such curve, though single readings can be large; an effect the other way counts as inactive or inconclusive.

mol	ERG Ets-DNA blk	G9a inh	PI4K2A block	PGK inhibitor	GLS inh	Pin1 inhibitor	HP1b chromo inh	JMJD2A Tudor inh	BAZ2B inh
Cc1cccc(N2C(=O)N(CC(=O)C(C)(C)C)c3ccccc3S2(=O)=O)c1C	-7.7%	8.6%[59 µM]	1.1	-2.1%	-1.1%	1.7%	8.1%	-17.0%	-7.0%
Cc1c(NC(=S)NC(NC(=O)C(C)C)C(Cl)(Cl)Cl)c(=O)n(-c2ccccc2)n1C (stereo unspecified)	x	u	3.2	-3.3%	8.4%	7.4%	35.0%	-15.7%	2.6%
C/C(=C(/NC(=O)c1ccccc1)C(=O)O)c1ccco1	3.9%	-42.2%[59 µM]	0.4	-5.7%	1.0%	-1.9%	13.0%	-22.1%	-19.7%
COc1cc(-c2ncc3ccccn23)cc(OC)c1OC	12.4%	25.1µM*	13.9	i	9.6%	7.0%	50.1µM*	11.2µM*	44.7µM*
Cc1c2cnn(CC(=O)NCC(C)c3ccccc3)c(=O)c2c(C)n1Cc1cccc(Cl)c1 (stereo unspecified)	-0.4%	11.8%[59 µM]	1.1	2.9%	-1.0%	7.7%	55.4%	-2.0%	-1.2%
COc1ccc(NCC(=O)N/N=C/c2ccc3c(c2)OCCO3)cc1	9.4%	u	-6.0	i	-5.8%	0.6%	-6.6%	u	u
CCOc1cc(-c2ccccc2)nc(N)n1	-0.3%	u	1.7	-1.4%	1.0%	0.5%	58.1%[activator]	-12.1%	-2.8%
N/C(Cn1cncn1)=N\NC(=O)c1ccc(Cl)cc1Cl	-0.6%	8.91µM*	-2.2	-2.8%	-2.8%	-11.1%	u	12.6µM*	-21.1%
COc1ccc(N(CC(=O)Nc2cc(OC)ccc2OC)S(=O)(=O)c2c(C)nn(C)c2C)cc1	5.0%	u	3.2	-2.8%	-8.4%	-7.0%	7.8%	u	-35.1%
CCC(C)c1ccc(OCCCCN2CCOCC2)cc1 (stereo unspecified)	-2.7%	10µM*	-1.6	-6.5%	4.6%	-13.0%	u	35.5µM*	50.1µM*
Cc1cccc(OCC(=O)Nc2ccccc2C(F)(F)F)c1	x	70.1%[activator]	0.6	-2.2%	8.0%	6.1%	51.7%	27.1%	36.8%
Cc1cnc(C(=O)OCC(=O)c2c[nH]c3ccccc23)cn1	-5.0%[15.4 µM]	-7.6%[12.7 µM]	-3.4	i	-12.9%	5.4%	33.3%	-10.5%	8.7%
Cc1nnc2c(N3CCN(c4ccc(F)cc4)CC3)nc3ccc(C(=O)c4ccccc4)cc3n12	2.4%	18.9%[59 µM]	1.8	i	3.4%	-0.8%	58.6%[activator]	-5.5%	-8.4%
O=C(c1nc(SCc2ccc([N+](=O)[O-])cc2)n2ccccc12)C(F)(F)F	-9.1%	-8.7%[59 µM]	-2.3	5.5%	-11.0%	-0.6%	29.4%	-5.6%	-14.8%
CCOc1cccc2cc(C(N)=O)c(=NCc3ccccc3)oc12	6.5%	12.7%[12.7 µM]	5.2	1.7%	2.6%	39.3%[activator]	8.5%	-11.3%	-15.9%
CCCc1nn2c(=O)cc(COC(=O)c3ccc(NC(=O)C(C)Oc4ccccc4)cc3)nc2s1 (stereo unspecified)	-5.0%	12.4%[59 µM]	-2.8	3.5%	-8.5%	-8.8%	9.1%	-12.6%	-12.0%
O=S1(=O)N=C(N(CCO)/N=C/c2ccccc2F)c2ccccc21	-3.0%	16.1%[2.33 µM]	-2.1	-0.4%	1.9%	-3.3%	11.7%	-7.0%	0.6%
CCOC(=O)c1[nH]c(C)c(C(=O)OCC(=O)N2CCc3ccccc32)c1C	1.9%	-8.3%[12.7 µM]	4.5	-3.9%	2.8%	22.5%	17.2%	-21.8%	u
COc1cc(/C=C(\C#N)C(=O)Nc2cccnc2)ccc1OC(C)C	-8.3%	39.9%[activator][59 µM]	8.6	i	-13.3%	4.0%	20.6%	-17.9%	10.8%
Cc1ccc(C)c(N2CCN(C(=O)NCc3noc4ccccc34)CC2)c1	4.1%	-2.6%[59 µM]	-5.6	-8.7%	9.6%	0.6%	15.7%	-22.3%	-2.7%
COc1ccc(OC)c(/C=N/NC(=O)CN2CCSCC2)c1	2.5%	u	3.2	-0.8%	4.7%	-14.9%	u	5.62µM*	56.2µM*
Cc1ccc(S(=O)(=O)N2CCOCC2)cc1NC(=O)c1cc2ccccc2oc1=O	-5.0%	x	-13.2	-7.7%	-12.9%	-4.8%	11.9%[57 µM]	-6.2%	x
COc1ccc2cc3cc(C(=O)N4CC(C)CC(C)C4)oc3nc2c1 (stereo unspecified)	-6.7%	21.4%	6.8	-1.5%	-1.0%	1.5%	35.3%	-2.8%	-2.1%
CCOC(=O)c1cc(-c2ccc(Cl)cc2)nc2c1c(=O)[nH]c(=O)n2CCOC	-2.0%	-7.3%	8.0	5.6%	-0.8%	-1.8%	24.5%	-9.0%	3.7%
Cc1cc(=O)oc(C)c1C(=O)NCC1COc2ccccc2O1 (stereo unspecified)	0.9%	-29.6%[59 µM]	7.7	-4.4%	-8.6%	11.5%	-1.5%	-22.8%	u

Further structures:
mol	ERG Ets-DNA blk	G9a inh	PI4K2A block	PGK inhibitor	GLS inh	Pin1 inhibitor	HP1b chromo inh	JMJD2A Tudor inh	BAZ2B inh
O=C(C1CCCN(S(=O)(=O)c2cccc3nonc23)C1)N1CCN(c2cccc(Cl)c2)CC1 (stereo unspecified)	1.3%	-17.0%	-14.6&-5.1	0.2%	-37.1%&-0.9%	2.3%&-3.2%	-2.7%&0.9%	u	-33.4%
CCCC(=O)Oc1ccc(N(C(=O)CCC)S(=O)(=O)c2cccc([N+](=O)[O-])c2)cc1	x	-1.0%[59 µM]	13.5	1.5%	11.9%	-0.7%	-3.8%	-21.4%	-10.4%
CN(C)S(=O)(=O)c1cc(C(=O)Nc2ccccc2C(=O)NC2CC2)ccc1Cl	8.1%	u	-2.9	-1.0%	-4.3%	-4.5%	37.0%	-6.5%	13.0%
c1ccc(-c2ccccc2OCCOCCN2CCc3ccccc3C2)cc1	-2.2%	0.9%	1.7	-2.0%	-3.6%	-2.0%	46.8%[activator]	-16.0%	-30.5%
COc1ccc(NS(=O)(=O)c2cc3c4c(c2)CCN4C(=O)CC3)cc1OC	9.9%	-11.0%	-1.7	-12.4%	15.8%	1.9%	3.9%	-19.2%	-9.3%
CSc1ccc(S(=O)(=O)N2CCC(C(=O)Nc3cccnc3)CC2)cc1	3.7%	-11.2%	-4.1	-6.0%	-10.1%	-5.3%	6.6%	-14.0%	1.2%
CCCCN(C)CCCNC(=O)c1cc(=O)[nH]c2ccc(S(=O)(=O)N3CCCCC3C)cc12 (stereo unspecified)	7.6%	u	-3.8	0.6%	-10.9%	4.9%	56.9%[activator]	-16.6%	-28.8%
C=C(C)CC(Nc1ccc(OC)cc1)c1ccco1 (stereo unspecified)	3.2%	u	-4.2	i	-15.6%	6.3%	37.8%	3.1%	50.1µM*
CN1CCN(c2ccc(NC(=O)c3ccc(-c4ccccc4F)o3)cc2)CC1	x	2.4%[12.7 µM]	4.8	1.4%	25.8%	-1.0%	-39.4%	u	u
CCc1nn(CC(=O)NCCC(C)C)c(=O)c2cc3occc3n12	0.1%	1.9%[59 µM]	-1.7	-3.1%	1.1%	-0.1%	-5.7%	-17.8%	-0.6%
CN(c1ccccc1)S(=O)(=O)c1cccc(NC(=O)CCNC(=O)c2ccccc2)c1	9.3%	-10.4%[12.7 µM]	2.7	-0.8%	1.2%	-2.3%	24.9%	-24.1%	7.3%
CC(C)C1/C(=N/O)CC(c2ccccc2)NC1c1ccccc1 (stereo unspecified)	-12.7%	x	1.4	-5.9%	-0.5%	-10.6%	15.3%	-11.0%	-5.7%
Cc1c(C(=O)O)oc2ccc(S(=O)(=O)N3CCCCC3C(=O)O)cc12 (stereo unspecified)	-10.4%	u	0.0	i	-0.2%	-7.1%	51.6%[activator]	-24.8%	-35.6%
COc1ccc([N+](=O)[O-])cc1NC(=O)CCCOc1ccccc1	-6.5%	10.3%[59 µM]	-3.2	-2.8%	3.6%	-1.8%	23.2%	-10.6%[57.1 µM]	-1.2%
Cc1ccccc1NS(=O)(=O)c1cc2c(cc1C)N(C)CCO2	6.4%	-19.4%	-2.7	-6.7%	13.2%	2.8%	14.3%	-19.7%	u
O=C(NCCc1c[nH]c2ccccc12)C(=O)NCC(c1ccco1)N1CCN(c2ccc(F)cc2)CC1 (stereo unspecified)	-1.4%	16.0%	3.1	-4.4%	11.2%	-3.7%	19.6%	-23.2%	11.3%
